ATXN2 expr inh – inhibitors of ATXN2 expression; HEK-293 ATXN2-luciferase reporter, luminescence, 24 h; actives 0.72% (n = 360,000); Potency, µM (titrated, usually from 57 µM), without a hit: top-dose activity change, negative = inhibition, most hits filed as inhibitors; AID 1745845; further: on the % scale 0 is the no-effect control and ±100 the full control effect; nearly all actives have a fitted effect of over 55% in size
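ATXN2-luciferase reporter cells (luciferase flanked by upstream and downstream ATXN2 gene portions) were treated 24 h at 37 °C with compounds at up to 57 uM. SteadyGlo luminescence gave expression; GF-AFC fluorescence gave viability.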
A549 tox – kills or reduces viability of A549 cells in Nrf2 counter-screen; Potency, µM (top dose mostly 46 µM), for inactives: at the top dose activity change, negative = cytotoxicity, most hits filed as inhibitors; A549 ARE-Fluc cells, CellTiter-Fluor viability, 18-24 h; actives 0.16% (n = 390,000); further: on the % scale 0 is the no-effect control and ±100 the full control effect
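A549 ARE_Fluc cells in 5% FBS OPTI-MEM were exposed to compounds in concentration-response for 18-24 h at 37 deg C. Viability was read by CellTiter-Fluor fluorescence (Ex 405/Em 525) after 30 min, before the luciferase read.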
HepG2 viability – HepG2 cytotoxicity, counter-screen for TGF-b inhibitors; actives 0.76% (n = 410,000); AID 588856; HepG2 CAGA-GFP viability, ATP luminescence, 18 h; Potency, µM (doses to about 46.1 µM), for the others: at the top dose activity change, negative = cytotoxicity, usual class: cytotoxic; further: some results filed as inactive show a strong effect at the top dose
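HepG2 CAGA-GFP cells (1000/well, DMEM with 1% FBS) received compound, then TGF-beta at 500 pg/mL final, and were incubated 18 hours at 37 degrees C. Viability was read by CellTiter-Glo luminescence. Media-only wells were set as complete cell-killing and DMSO as no toxicity.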
Nrf2 activator – activates Nrf2 signaling. AREc32 ARE-luciferase reporter (MCF7-derived line), luminescence, 24 h. Potency, µM (titrated, usually from 46.1 µM), without a hit: at the top dose activation, usual class: activators. actives 0.31% (n = 410,000). AID 624171; further: % of control where 0% means no effect; nearly all actives have a fitted effect of over 65% in size
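AREc32 cells carrying an ARE-driven firefly luciferase reporter were seeded at 1000 cells/well in OPTI-MEM with 5% FBS, then exposed to compound for 24 hr at 37 deg C. Luminescence was read with Steady-Glo after 30 min at RT.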
EPAC2 antagonist – antagonists of human EPAC2; EPAC2 GEF exchange of Rap1B-BODIPY-GDP, fluorescence; Potency, µM (series often up to 114 µM), inactives show top-dose activity, negative = inhibition, hits mostly inhibitors; actives 0.18% (n = 360,000); further: on the % scale 0 is the no-effect control and ±100 the full control effect; nearly all actives have a fitted effect of over 45% in size; many of its hits are not listed in these tables
Target sequence (Q8WZA2 whole entry, looked up): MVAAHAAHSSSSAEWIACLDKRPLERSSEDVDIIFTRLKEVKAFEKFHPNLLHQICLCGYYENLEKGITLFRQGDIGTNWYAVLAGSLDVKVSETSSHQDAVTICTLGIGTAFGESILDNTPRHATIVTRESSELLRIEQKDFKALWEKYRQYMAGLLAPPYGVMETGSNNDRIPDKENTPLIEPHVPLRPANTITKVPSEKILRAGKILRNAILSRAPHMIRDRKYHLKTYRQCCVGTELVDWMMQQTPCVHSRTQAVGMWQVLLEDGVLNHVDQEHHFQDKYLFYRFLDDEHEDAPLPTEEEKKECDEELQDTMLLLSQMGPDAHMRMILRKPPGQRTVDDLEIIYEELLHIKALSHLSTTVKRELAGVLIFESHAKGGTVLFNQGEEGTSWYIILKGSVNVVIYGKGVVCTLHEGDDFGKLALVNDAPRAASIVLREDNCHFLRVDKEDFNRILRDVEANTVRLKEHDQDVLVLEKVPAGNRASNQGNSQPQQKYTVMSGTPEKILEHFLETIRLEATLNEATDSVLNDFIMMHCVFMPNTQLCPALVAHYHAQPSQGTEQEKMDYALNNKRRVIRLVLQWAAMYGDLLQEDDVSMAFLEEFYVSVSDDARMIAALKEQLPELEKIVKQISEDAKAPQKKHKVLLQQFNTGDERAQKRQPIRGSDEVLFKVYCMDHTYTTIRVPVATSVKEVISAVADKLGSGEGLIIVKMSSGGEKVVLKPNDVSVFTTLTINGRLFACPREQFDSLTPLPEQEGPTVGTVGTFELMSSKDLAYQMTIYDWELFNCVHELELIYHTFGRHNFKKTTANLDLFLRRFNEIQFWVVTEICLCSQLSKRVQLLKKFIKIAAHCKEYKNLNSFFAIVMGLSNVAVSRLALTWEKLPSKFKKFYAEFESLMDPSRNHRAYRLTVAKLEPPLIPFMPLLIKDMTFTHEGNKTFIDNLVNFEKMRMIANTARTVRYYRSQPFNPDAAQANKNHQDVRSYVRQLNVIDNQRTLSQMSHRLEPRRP
Nrf2 inh – blocks Nrf2 signaling; actives 2.1% (n = 360,000); Potency, µM (doses to about 46 µM), without a hit: at the top dose activity change, negative = inhibition, most hits filed as inhibitors; A549 ARE-Fluc reporter, luciferase luminescence, 18-24 h; AID 504444; further: on the % scale 0 is the no-effect control and ±100 the full control effect; nearly all actives have a fitted effect of over 60% in size
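Nrf2 function is reported as luminescence of an ARE-controlled luciferase in A549 cells. Compounds were tested at several concentrations, and a CellTiter-Fluor read on the same wells flagged cytotoxicity.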
MCF10A rerep – inducers of DNA re-replication in MCF 10A breast cells; MCF 10A DNA re-replication, Hoechst nuclear intensity, 48 h; Potency, µM (titrated, usually from 46.1 µM), without a hit: top-dose activity, positive = re-replication, hits mostly activators; actives 2.9% (n = 350,000); further: % of control where 0% means no effect; nearly all actives have a fitted effect of over 50% in size
TGFb inhibitor – TGF-b pathway inhibition. HepG2 CAGA-GFP TGF-b/SMAD3 reporter, GFP fluorescence, 18 h; TGF-beta stimulated, 500 pg/mL final. Potency, µM (top dose mostly 46.1 µM), for the others: top-dose activity, negative = inhibition, most hits filed as inhibitors. actives 1.2% (n = 410,000); further: on the % scale 0 is the no-effect control and ±100 the full control effect; nearly all actives have a fitted effect of over 65% in size
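TGF-beta reporter screen: HEPG2 CAGA-GFP, 1% FBS, 500 pg/mL TGF-beta final, 18 h; per-cell GFP summed per well; curves fitted and categorized by class.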
ATXN viability – reduces viability in counter-screen for ATXN expression inhibitors | S2 cells (HEK-293 line with an ATXN2-luciferase reporter) viability, CellTiter-Fluor protease fluorescence, 24 h | Potency, µM (highest dose often 56.7 µM), actives largely listed as cytotoxic | actives 0.49% (n = 400,000) | AID 651635; further: nearly all actives have a fitted effect of over 40% in size
Numbers without * were called inactive; i = inactive; ? = inconclusive; · = not tested or not shown; & = joins results of further samples; [ ] = remark or other dose. The call rests on the fitted dose curve; in most records, active means well fitted curve in the direction sought with a large enough effect; inconclusive means small, poorly fitted or top-dose-only effect, or another doubt; inactive means no such curve, though single readings can be large; an effect the other way counts as inactive or inconclusive. Potency means the concentration at half of the fitted maximal effect. An excerpt, so the mix of outcomes need not match the whole.

Every second line gives: ATXN2 expr inh	A549 tox	HepG2 viability	Nrf2 activator	EPAC2 antagonist	Nrf2 inh	MCF10A rerep	TGFb inhibitor	ATXN viability
1. COc1ccc(NC(=O)c2cc3ccccc3[nH]2)cc1
  ·	7.9%	-10.9%	9.1%	1.6%	?	-8.9%	-9.2%	i
2. CCn1c(SCc2ccc(F)cc2Cl)nc(=O)c2c(C(=O)OC)cc(C3CC3)nc21
  ·	-2.1%	-79.5%	-4.0%	·	·	·	?	·
3. O=C(CN1C(=O)/C(=C/c2ccccc2F)Sc2ccccc21)N1CCN(c2ccccn2)CC1
  -4.7%	12.7%	-8.4%	13.8%	6.0%	14.4%	?	-15.5%	i
4. C=CCn1c(=O)c(C(=O)NC(C)c2ccccc2)c(O)c2ccccc21 (configuration not stated)
  -25.9%	0.9%	-43.6%	-0.2%	0.5%	0.6%	?	?	i
5. CN(CC(=O)Nc1ccccc1Br)C(=O)c1ccc(-c2ccc(Cl)cc2)o1
  -10.2%	?	-14.1%	5.2%	-2.7%	?	?	-29.4%	i
6. O=C(CNC(=O)C12CC3CC(CC(C3)C1)C2)N1CCCC(C(F)(F)F)C1 (configuration not stated)
  ·	·	-18.8%	-0.9%	15.8%	·	·	-8.3%	i
7. Cc1nc2cc(NC(=O)Nc3cccc(F)c3)ccc2n1C
  ·	-2.3%	-58.6%	-2.0%	-0.4%	?	16.3%	-6.7%	i
8. O=S(=O)(NCc1ccc(Cl)cc1)c1ccc2[nH]c3c(c2c1)CCCC3
  ?	-4.4%	15.8µM*	-0.3%	·	?	·	15.8µM*	?
9. CCCCN(C(=O)c1ccc(S(=O)(=O)N(C)c2ccccc2)cc1)c1c(N)n(CCC)c(=O)[nH]c1=O
  ·	-1.4%	-17.0%	0.1%	-0.4%	5.6%	-0.9%	-6.3%	i
10. CC(=O)c1cccc(OCC(=O)c2cc(C)n(-c3cc(C)on3)c2C)c1
  -0.3%	-7.1%	-27.5%	0.2%	-2.8%	?	-0.7%	13.2%	i
11. O=C1c2ccccc2NC(c2ccccc2)N1Cc1ccco1 (configuration not stated)
  -10.2%	-1.1%&-2.8%	-10.3%	3.0%	0.0%[57.1 µM]	-27.9%&2.1%	-2.6%	-29.0%	i
12. O=C(CSc1ccc2nnc(-c3ccccc3)n2n1)NCC1CCCO1 (configuration not stated)
  6.3%	-11.8%	3.7%	-0.6%	-0.6%	-21.4%	-1.1%	5.5%	?
13. CN1CCN(C(=O)c2ccc(-c3ccc(F)c(F)c3)c3ccoc23)CC1
  -1.4%	·	-11.2%	0.1%	8.5%	·	·	4.9%	i
14. O=C(Nc1ccccc1Cl)c1cc(C2CCCN(C(=O)c3cccc(O)c3)C2)on1 (configuration not stated)
  0.7%	·	-26.2%	7.6%	-16.3%	·	·	-3.8%	i
15. COc1ccc(/C=C/C(=O)OCC(=O)N2CCN(S(=O)(=O)c3ccc(C)cc3C)CC2)cc1OC
  -15.4%	0.2%	0.0%	-0.2%	7.8%	0.4%	8.1%	-13.9%	i
16. Oc1cccc2c3c(oc12)CCCC3
  ·	-2.4%	14.0%	5.6%	-18.3%	9.3%	1.3%	-6.2%	i
17. COc1ccc(OC)c(-c2nc(Nc3ccccc3C)sc2CC(=O)O)c1
  ·	-1.8%	-6.6%	5.0%	·	-3.4%	·	3.4%	·
18. Cn1cnnc1SCC(=O)Nc1ccc(Cl)c(S(=O)(=O)N2CCOCC2)c1
  -20.3%	0.1%	-17.2%	-1.1%	5.3%	1.8%	-5.4%	-3.6%	i
19. CC(C)CN(C(=O)COC(=O)CSc1ccccc1F)c1c(N)n(Cc2ccccc2)c(=O)[nH]c1=O
  -3.4%	2.3%	-0.3%	-0.4%	4.3%	9.7%	0.5%	?	i
20. C[C@@H]1CN([C@H](C)CO)C(=O)c2cc(Br)cnc2O[C@@H]1CN(C)Cc1ccc(F)cc1
  -5.7%	·	4.2%	-1.2%	2.9%	·	·	-3.7%	i

Part of the list above, screen by screen.
1: COc1ccc(NC(=O)c2cc3ccccc3[nH]2)cc1
2: CCn1c(SCc2ccc(F)cc2Cl)nc(=O)c2c(C(=O)OC)cc(C3CC3)nc21
3: O=C(CN1C(=O)/C(=C/c2ccccc2F)Sc2ccccc21)N1CCN(c2ccccn2)CC1
4: C=CCn1c(=O)c(C(=O)NC(C)c2ccccc2)c(O)c2ccccc21 (configuration not stated)
5: CN(CC(=O)Nc1ccccc1Br)C(=O)c1ccc(-c2ccc(Cl)cc2)o1
Compound | 1 | 2 | 3 | 4 | 5
ATXN2 expr inh | · | · | -4.7% | -25.9% | -10.2%
A549 tox | 7.9% | -2.1% | 12.7% | 0.9% | ?
HepG2 viability | -10.9% | -79.5% | -8.4% | -43.6% | -14.1%
Nrf2 activator | 9.1% | -4.0% | 13.8% | -0.2% | 5.2%
EPAC2 antagonist | 1.6% | · | 6.0% | 0.5% | -2.7%
Nrf2 inh | ? | · | 14.4% | 0.6% | ?
MCF10A rerep | -8.9% | · | ? | ? | ?
TGFb inhibitor | -9.2% | ? | -15.5% | ? | -29.4%
ATXN viability | i | · | i | i | i

Additional structures.
Every second line gives: ATXN2 expr inh	A549 tox	HepG2 viability	Nrf2 activator	EPAC2 antagonist	Nrf2 inh	MCF10A rerep	TGFb inhibitor	ATXN viability
21. CCC(C)Sc1nc2c(c(=O)[nH]c(=O)n2C)n1Cc1ccccc1Cl (configuration not stated)
  -17.2%	-6.5%	-21.4%	-0.1%	-10.5%	?	9.2%	-8.6%	?
22. CN(C)S(=O)(=O)c1ccc2c(c1)N(CC(=O)NCc1ccccc1)C(=O)C1CCCCN21 (configuration not stated)
  13.5%	-1.6%	3.4%	3.9%	·	·	·	-3.4%	i
23. Cc1sc2ncnc(N3CCC(C(=O)Nc4ccc(F)cc4Cl)CC3)c2c1C
  ·	-2.9%	-35.5%	-0.1%	-0.4%	?	8.8%	?	?
24. Cn1c(=O)c2c(ncn2CCOc2ccc(Br)cc2)n(C)c1=O
  ?	0.0%	-25.0%	0.3%	-4.3%	?	1.7%	-0.5%	i
25. CC(=O)c1ccc(NC(=S)N2c3ccccc3CC2C)cc1 (configuration not stated)
  ·	0.1%	-22.4%	8.6%	-16.4%	14.7%	-1.0%	?	?
26. O=C(COC(=O)CNC(=O)c1ccccc1)Nc1ccc(Cl)cn1
  7.4%	1.8%	17.3%	-0.9%	1.1%	27.7%	-17.8%	-0.8%	i
27. COc1cc(CCC(=O)N2CCN(c3ccc([N+](=O)[O-])cc3)CC2)cc(OC)c1OC
  -16.2%	-12.6%	7.6%	-0.8%	-13.9%	?	0.8%	7.9%	i
28. CSc1ccc(C#N)cc1NC(=O)c1ccccc1C
  -10.0%	-0.9%	-8.5%	-0.5%	1.0%	?	10.2%	1.4%	i
29. Cc1ccc(C)c(N2CCN(c3cnn(-c4nc5ccccc5s4)c(=O)c3Cl)CC2)c1
  20.4%	-0.6%	-1.3%	11.4%	15.1%	?	?	2.0%	i
30. COc1ccc(NC(=O)CNS(=O)(=O)c2cccc3nonc23)c(OC)c1
  4.9%	-1.6%	-16.3%	0.9%	-2.4%	1.9%	7.4%	0.4%	i
31. Oc1cccc(C(Nc2nccs2)c2ccc3cccnc3c2O)c1 (configuration not stated)
  ?	-23.1%	-25.9%	-0.4%	-29.1%	16.4µM*	11.6µM*	14.1µM*	i
32. CCOC(=O)c1[nH]c2ccc(Br)cc2c1NC(=O)CCN1CCC(C)CC1
  -8.0%	-4.2%	-28.6%	7.3%	-1.7%	-10.3%	?	-11.3%	i
33. O=C(NCCc1ccc(Cl)cc1)c1cnc2n(c1=O)CCS2
  31.0%[activator]	-3.3%	1.6%	4.2%	-8.7%	6.0%	22.5%	-0.6%	i
34. CCOC(=O)C1=CCC2c3c(c4ccccc4n3C)C(=O)C1N2C(=O)OC(C)(C)C (configuration not stated)
  1.4%	?	-23.4%	-1.8%	-22.8%	14.6µM*	11.7%	-1.0%	i
35. Cc1nn2c(-n3ccnc3)c3c(nc2c1-c1ccccc1)CCC3
  -20.8%	-7.7%	-29.7%	-0.7%	-4.1%	-15.2%	-0.9%	-4.7%	?
36. COc1ccc(CCNC(=O)C(=O)NCC(c2cccs2)S(=O)(=O)c2ccc(C)cc2)cc1 (configuration not stated)
  -4.7%	-1.4%	-16.2%	3.4%	·	·	·	-0.3%	i
37. O=C(Nc1ccc(F)c(Cl)c1)c1cc(C2CCCCN2C(=O)CCc2ccccc2)on1 (configuration not stated)
  -2.6%	·	-26.4%	4.1%	6.8%	·	·	-23.7%	?
38. CC(C)(C)N(Cc1ccccc1)C(=O)COc1cccnc1[N+](=O)[O-]
  -16.1%	6.4%	-1.0%	0.0%	2.4%	-2.0%	26.0%	-6.5%	i
39. O=C(O)c1cc(Br)ccc1NS(=O)(=O)c1cccc2nsnc12
  -11.4%	-9.5%	25.3%	-0.3%	-0.1%	0.1%	-3.5%	-18.1%	?
40. COc1ccccc1-n1c(=O)c(C#N)c(-c2ccc([N+](=O)[O-])cc2)c2cc(C(=O)c3ccccc3O)cnc21
  8.1%	-5.1%	8.6%	0.2%	7.8%	-16.1%	-14.4%	3.1%	i

Every second line gives: ATXN2 expr inh	A549 tox	HepG2 viability	Nrf2 activator	EPAC2 antagonist	Nrf2 inh	MCF10A rerep	TGFb inhibitor	ATXN viability
41. Cc1c(C(=O)NCc2ccco2)oc2c(Cl)cccc12
  9.8%	-1.0%	1.4%	?	3.0%	3.7%	-0.7%	3.5%	i
42. c1csc(COc2ccccc2CNC2CCCCC2)c1
  -30.6%	-5.4%	-29.9%	3.1%	11.7%	-9.6%	17.8%	-13.3%	i
43. COc1ccc(NC(=S)N2CCC(NC(=O)c3ccccc3C)CC2)cc1
  -15.6%	-19.3%	-8.8%	0.1%	4.0%	-19.5%	-6.3%	36.5%[activator]	i
44. O=C(NCCN1CCOCC1)c1cc2cc([N+](=O)[O-])ccc2s1
  -5.0%[11.3 µM]	3.2%	-12.0%	9.8%	4.2%	?	-2.4%	5.4%	i

Source: PubChem BioAssay (National Center for Advancing Translational Sciences (NCATS))
